# Assay outcomes as filed in PubChem.
# GAA850 FXN act: increases GAA850 frataxin promoter reporter activity. HEK293 lucGAA850 FXN promoter luciferase reporter, 24 h; percent of 10 µM SAHA response. AID 540364. activation, % at 6 µM. 360,000 compounds, 0.56% hits;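 active = activation above the average of all compounds screened plus 3 SD, cutoff fixed separately per campaign, cut at about 7.5% in these data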;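 note: 0% = DMSO wells and 100% = 10 µM SAHA wells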
# hgDAF12 agonist: hgDAF-12 agonism, primary luciferase screen. activation, % at 6.8 µM. AID 687014. 370,000 compounds, 1.8% hits. HEK293 GAL4-hgDAF12 UAS-luciferase reporter, agonist luminescence; normalized to butyrate control;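 active = activation above a cutoff set at the mean of all screened compounds plus 3 SD, cut at about 10% in these data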;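 note: 0% = DMSO wells and 100% = sodium butyrate wells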
# GC-B act: GC-B (human) receptor activation. HEK293-GC-B cells, CNP EC30, cGMP TR-FRET; 0% at EC30 CNP, 100% saturating CNP. P20594. activation, % at 10 µM. 370,000 compounds, 0.11% hits;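 active = activation at 10 µM reaching about 35% in either raw or pattern-adjusted values, limit read from the data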
# Target sequence (P20594 whole entry, looked up): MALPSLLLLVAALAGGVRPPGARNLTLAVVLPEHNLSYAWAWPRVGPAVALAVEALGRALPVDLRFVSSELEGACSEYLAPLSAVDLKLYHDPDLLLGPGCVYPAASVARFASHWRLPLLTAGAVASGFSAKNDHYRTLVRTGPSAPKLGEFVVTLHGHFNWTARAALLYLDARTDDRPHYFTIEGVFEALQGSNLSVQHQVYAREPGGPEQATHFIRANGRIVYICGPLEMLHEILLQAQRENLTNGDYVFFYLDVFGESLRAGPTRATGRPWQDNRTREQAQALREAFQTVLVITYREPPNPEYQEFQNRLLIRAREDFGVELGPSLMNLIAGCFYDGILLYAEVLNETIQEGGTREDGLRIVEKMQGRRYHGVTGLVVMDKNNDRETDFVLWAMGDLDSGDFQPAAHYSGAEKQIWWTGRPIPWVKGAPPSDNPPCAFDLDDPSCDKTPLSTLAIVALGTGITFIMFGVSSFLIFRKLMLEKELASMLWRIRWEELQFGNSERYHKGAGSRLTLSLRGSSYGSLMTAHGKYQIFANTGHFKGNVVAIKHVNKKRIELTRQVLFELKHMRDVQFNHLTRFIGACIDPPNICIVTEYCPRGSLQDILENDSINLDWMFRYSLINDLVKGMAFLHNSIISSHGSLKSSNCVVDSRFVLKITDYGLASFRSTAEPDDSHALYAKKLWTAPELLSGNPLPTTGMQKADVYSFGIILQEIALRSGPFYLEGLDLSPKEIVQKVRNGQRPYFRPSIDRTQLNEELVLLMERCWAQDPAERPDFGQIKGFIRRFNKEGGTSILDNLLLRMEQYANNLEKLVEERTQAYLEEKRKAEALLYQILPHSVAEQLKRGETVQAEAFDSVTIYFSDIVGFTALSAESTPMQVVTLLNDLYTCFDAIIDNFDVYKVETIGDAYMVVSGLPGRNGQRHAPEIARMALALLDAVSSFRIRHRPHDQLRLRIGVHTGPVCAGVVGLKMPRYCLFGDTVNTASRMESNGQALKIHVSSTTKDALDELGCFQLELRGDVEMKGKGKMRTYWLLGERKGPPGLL
# ssDAF-12 act: activators of S. stercoralis DAF-12 nuclear receptor; 370,000 compounds, 1% hits; activation, % at 6.8 µM; HEK293 ssDAF-12/GRIP1 lit1-tk-luc reporter, luminescence; % of 3 µM dafachronic acid response;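 active = activation above the mean over all tested compounds plus 3 SD, cut at about 0.9% in these data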;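 note: 0% = DMSO-only wells and 100% = 3 µM delta7-dafachronic acid wells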
# DAX1 inh-1: inhibits human nuclear receptor DAX1; 340,000 compounds, 0.99% hits; HEK293 Gal4-DAX1 luciferase reporter, luminescence; P51843; AID 504766; inhibition, % at 6.75 µM;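 active = inhibition above the mean over all tested compounds plus 3 SD, cut at about 4.2% in these data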;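 note: 0% = DAX1-transfected cells with DMSO and 100% = empty-vector control cells with DMSO; inhibition shows as a rise in luminescence from relieved DAX1 repression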
# DAX1 inh-2: DAX1 (NR0B1) inhibition, primary screen; HEK293T StAR-luciferase reporter, SF-1/DAX-1 repression relief; inhibition, % at 6.8 µM; 370,000 compounds, 1.1% hits; AID 652010;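 active = inhibition above the mean over all tested compounds plus 3 SD, cut at about 3.6% in these data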;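 note: 0% = DAX-1 cells with DMSO and 100% = cells lacking DAX-1 with DMSO; higher inhibition means more luminescence from relief of DAX-1 repression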
# SMARCA2 activ: SMARCA2 function activation, primary screen; AID 652017; activation, % at 9.1 µM; MG213 cells, MMTV-luciferase reporter, dexamethasone, overnight; 370,000 compounds, 1% hits; in the data active = activation above about 7.8%;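 note: 0% = vehicle wells and 100% = reference activator wells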
# hcDAF-12 act: activators of H. contortus DAF-12 nuclear receptor | HEK293 hcDAF-12 lit1-tk-luc reporter, luminescence; 0% DMSO, 100% Δ7-dafachronic acid | activation, % at 6.8 µM | 370,000 compounds, 1.4% hits | AID 652067;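 active = activation above the mean of all tested compounds plus 3 SD, cut at about 5.5% in these data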;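 note: 100% = response to 3 µM Δ7-dafachronic acid high control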
# NPR1 activator: GC-A (human) enzyme activation; HEK293 GC-A cells, cGMP TR-FRET, EC30 ANP; 0% at EC30 ANP, 100% saturating ANP; activation, % at 10 µM; AID 1671463; 370,000 compounds, 0.14% hits; in the data active = activation above about 40%
# proKLK7 act: activators of human kallikrein-7 zymogen. activation, % at 7 µM. P49862. 370,000 compounds, 0.9% hits. purified proKLK7, EDANS-DABCYL substrate fluorescence; 100% is mature enzyme control, 0% vehicle;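 active = activation above the mean of all tested compounds plus 3 SD, computed per campaign excluding outliers beyond control limits, cut at about 13% in these data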
# sPLA2-III inh: Inhibits HGIII-sPLA2 liposome hydrolysis, primary screen; Q9NZ20; QFRET BODIPY PC-A2 liposome hydrolysis, fluorescence; inhibition, % at 12.2 µM; 370,000 compounds, 0.56% hits;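 active = inhibition above mean plus 3 SD of compounds lying within the high and low control bounds, cut at about 19% in these data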;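 note: 0% = median of test compound wells and 100% = no enzyme DMSO wells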
# * hit, by the source's call; . = no result given.
cpd	compound	sPLA2-III inh	hcDAF-12 act	NPR1 activator	SMARCA2 activ	DAX1 inh-2	GC-B act
1	Cc1c(-c2ccccc2)cn2c1-c1ccc(C)n1CC2	-4	-2.6	-2	-1	-0.1	2
2	CC1(C)CC(=O)c2cnc(N3CCN(c4ccccc4)CC3)nc2C1	-2	-1.9	0	0	-0.5	12
3	CCN1CNC(=S)N(c2ccccc2OC)C1	18	-2.1	1	4	-0.4	0
4	CCOC(=O)c1c(NC(=O)CN2CCN(c3cccc(Cl)c3)CC2)sc(C)c1C	3	-1.0	1	-2	-0.3	0
5	Cc1onc(-c2ccccc2)c1C(=O)n1nnc2ccccc21	5	-0.6	15	-2	0.4	4
6	O=C1COc2ccc(S(=O)(=O)N3CCCCC3)cc2N1	-1	-0.7	0	0	-0.2	-1
7	CC(OC(=O)c1cc(=O)[nH]c2ccccc12)C(=O)NC1CCCC1 (stereo unspecified)	6	-0.4	-2	-4	1.0	-2
8	O=C(O)COc1ccccc1/C=N/NC(=O)CSc1nc2ccccc2n1Cc1ccccc1Cl	-8	-0.8	0	6	0.0	0
9	CCCOC(=O)c1ccc(NC(=O)CN(C)Cc2cccs2)cc1	-7	-2.0	4	0	-0.9	-2
10	CCCc1cc(=O)oc2c(C)c(OC(C)C(=O)NCC(O)c3ccccc3)ccc12 (stereo unspecified)	3	-4.1	-2	-1	-4.6	-2
11	COc1cccc(C(CNC(=O)C2CCN(C(=O)Nc3ccccc3)CC2)N(C)C)c1 (stereo unspecified)	2	0.2	3	1	1.2	2
12	COC(=O)[C@]12C[C@H](CC(=O)N3CCN(C(=O)c4ccco4)CC3)C(=O)N(Cc3ccc(Cl)cc3Cl)C1=C[C@H](C(C)(C)C)O[C@@H]2C	-7	-1.2	-5	0	-0.3	-11
13	CC(=O)Nc1ccc(NC(=O)CSc2nc(=O)n(Cc3cccnc3)c3c2CCC3)cc1	8	-0.7	1	0	-0.5	0
14	N#CCSc1ccccc1NC(=O)COC(=O)CCN1C(=O)C2CC=CCC2C1=O (stereo unspecified)	3	0.8	-3	-1	1.7	-1
15	COC(=O)c1ccc(CNC(=O)COC(=O)CNS(=O)(=O)c2ccc(C)cc2)cc1	1	-1.8	-1	0	-0.1	4

cpd	proKLK7 act	GAA850 FXN act	hgDAF12 agonist	ssDAF-12 act	DAX1 inh-1
1	-0.7	1.4	0.7	-0.9	-0.9
2	0.6	1.5	2.0	-1.4	0.2
3	0.3	1.8	0.9	0.2	0.3
4	-0.2	1.1	-2.7	-2.1	-0.4
5	0.3	1.2	2.0	-1.0	0.6
6	0.8	-0.6	-0.7	-1.1	0.8
7	-9.2	1.0	5.0	-0.7	0.1
8	0.5	-0.8	0.4	-2.0	-0.5
9	0.2	0.9	0.6	-0.9	0.6
10	0.0	0.4	0.8	-1.4	0.9
11	-0.1	1.2	0.3	-0.6	-0.1
12	0.4	.	-2.1	-1.1	.
13	-0.2	-0.3	-0.6	-0.9	1.9
14	-0.4	2.7	1.4	-1.2	0.1
15	-0.3	1.5	2.3	-1.3	0.9

# Profiles, quoted from the list. Values in the order: sPLA2-III inh, hcDAF-12 act, NPR1 activator, SMARCA2 activ, DAX1 inh-2, GC-B act, proKLK7 act, GAA850 FXN act, hgDAF12 agonist, ssDAF-12 act, DAX1 inh-1
# `CCOC(=O)c1c(NC(=O)CN2CCN(c3cccc(Cl)c3)CC2)sc(C)c1C` across the screens: 3, -1.0, 1, -2, -0.3, 0, -0.2, 1.1, -2.7, -2.1, -0.4
# `Cc1onc(-c2ccccc2)c1C(=O)n1nnc2ccccc21` across the screens: 5, -0.6, 15, -2, 0.4, 4, 0.3, 1.2, 2.0, -1.0, 0.6
# `O=C1COc2ccc(S(=O)(=O)N3CCCCC3)cc2N1` across the screens: -1, -0.7, 0, 0, -0.2, -1, 0.8, -0.6, -0.7, -1.1, 0.8

# (list continues)
cpd	compound	sPLA2-III inh	hcDAF-12 act	NPR1 activator	SMARCA2 activ	DAX1 inh-2	GC-B act
16	COc1ccc(C(=O)C(OC(=O)c2ccccc2)c2ccccc2)cc1 (stereo unspecified)	-5	1.2	-6	7	0.3	-6
17	Brc1cc2c(cc1/C=N/Nc1nc3ccccc3s1)OCO2	7	4.2	-1	-2	1.8	1
18	COc1ccc(NC(=O)CSc2nnc(N)s2)cc1	5	0.5	5	0	0.4	6
19	CCCC1=Nc2cc(C(=O)N3CCCC3)ccc2Sc2ccc(C)cc21	-21	-1.1	3	-2	2.2	-1
20	CCn1c(CN2CCOCC2)nnc1SCC(=O)Nc1ccc(C)cc1	2	-1.2	2	-3	-2.0	2
21	CC(Oc1ccc(C(=O)c2ccccc2)cc1)C(=O)N1CCOCC1 (stereo unspecified)	3	0.2	-1	-2	-3.2	3
22	NC(=S)Nc1cccc(O)c1	6	0.4	2	-1	0.0	1
23	N#Cc1c(-c2ccc(F)cc2)cc(C2CC2)nc1SCC(=O)c1cccs1	-4	-2.1	18	0	0.5	-14
24	COc1ccc(CN2CCC[C@]3(N[C@H](c4ccc(C)cc4)[C@@H]4C(=O)N(C)C(=O)[C@@H]43)C2=O)cc1	1	0.0	2	-3	0.7	2
25	CCN(CC(=O)NCc1cccs1)C(=O)c1ccc(C)o1	1	-0.2	-1	-4	0.3	-2
26	COc1cc(NC(=O)COC(=O)CC(NC(C)=O)c2ccccc2)cc(OC)c1 (stereo unspecified)	-6	-1.0	-1	-2	-0.2	-1
27	CN(C)CCCn1c2c(c(SCC(=O)Nc3ccc4c(c3)OCO4)nc1=O)CCC2	6	-1.1	2	-2	0.5	5
28	CC(=O)NCCC(=O)N1CCCC(N(C)CCc2ccccc2)C1 (stereo unspecified)	0	-0.1	1	0	0.8	12
29	COc1ccc2oc(-c3ccccc3)c(C(=O)N(C)C)c2c1	-7	-1.5	-1	-1	-0.9	-5
30	O=C(N[C@H](Cc1ccccc1)C(=O)NCc1cccc2ccccc12)[C@H]1O[C@@H](n2ccc(=O)[nH]c2=O)[C@H](O)[C@@H]1O	-6	-1.0	-1	-3	0.4	3

cpd	proKLK7 act	GAA850 FXN act	hgDAF12 agonist	ssDAF-12 act	DAX1 inh-1
16	0.0	4.4	3.8	-1.4	1.6
17	0.0	1.6	4.9	-0.7	0.5
18	0.4	-2.3	-0.8	-1.2	-0.8
19	0.3	1.5	0.1	-1.1	-0.7
20	0.1	0.1	2.8	-0.7	-0.5
21	0.1	0.3	-2.3	-0.5	2.4
22	0.4	0.1	-0.4	-0.8	1.8
23	-0.7	2.5	-1.2	-1.5	-0.1
24	-0.1	-1.6	-0.4	-1.5	0.5
25	0.0	-0.8	0.9	-1.5	0.7
26	-0.4	2.2	-1.2	-1.1	-0.4
27	-0.1	-1.5	0.0	-1.3	0.4
28	-0.2	0.2	0.6	-1.1	-0.6
29	-1.4	-0.8	-2.2	-0.9	-2.2
30	0.1	.	0.4	-0.9	.

# (cont.)
cpd	compound	sPLA2-III inh	hcDAF-12 act	NPR1 activator	SMARCA2 activ	DAX1 inh-2	GC-B act
31	O=C(OCC(=O)N1CCc2ccccc21)C1=COCCO1	9	-0.2	-1	-1	0.1	3
32	CCn1c(SCC(=O)NCCc2ccc(Cl)cc2)nnc1-c1cccs1	-1	-2.1	0	-2	-1.0	-3
33	COc1ccc(NC(=O)CNC(=O)c2sc3ccccc3c2Cl)c(OC)c1	8	2.5	1	-1	1.1	-2
34	CCOc1ccccc1NC(=O)C(=O)NCC1CCCN1CC (stereo unspecified)	-6	-1.2	0	1	-0.3	1
35	CCOC(=O)c1sc2nc(CC(=O)OC)nc(NCCN3CCOCC3)c2c1C	-7	-1.6	8	1	-0.5	1
36	O=C(NNS(=O)(=O)c1ccc(F)cc1)c1ccc(S(=O)(=O)N2CCCCC2)cc1	-13	-1.5	0	0	0.0	3
37	Cc1cc(C)c(C#N)c(SCC(=O)Nc2cccc(S(=O)(=O)N3CCCC3)c2)n1	3	0.5	23	4	0.1	9
38	CC1(C(=O)NS(=O)(=O)c2ccc(F)cc2F)CCN1C(=O)c1ccccc1CCc1ccccc1 (stereo unspecified)	-14	0.1	1	3	1.1	6
39	COc1ccc([N+](=O)[O-])c(OC)c1C(=O)Nc1ccc(F)cc1F	17	-0.7	2	-3	0.8	0
40	COc1ccc(C2CC(c3ccccc3)Nc3nc(NS(C)(=O)=O)nn32)cc1 (stereo unspecified)	11	-1.7	-3	-2	-0.1	3
41	COCCn1c(SCC(=O)Nc2ccc(OC)c(S(N)(=O)=O)c2)nc2ccccc21	-3	-2.0	-3	-4	-1.7	8
42	O=C(CN1C(=O)C2CCCCC2C1=O)Nc1nccs1 (stereo unspecified)	8	-1.3	-1	-5	1.2	6
43	C=CCCC(=O)NC1CC(C)(C)Cc2c1cnn2-c1ccc(OC)cc1 (stereo unspecified)	3	-1.5	-1	-2	0.0	2
44	O=C(NCC1CCN(C(=O)C(=O)c2cccs2)CC1)c1ccc2c(c1)OCO2	1	0.4	0	-1	0.4	1
45	CCOC(=O)c1ccc(NC(=O)c2nc[nH]c2C(=O)N(C)CCO)cc1	2	-2.1	-1	-2	-0.2	-2

cpd	proKLK7 act	GAA850 FXN act	hgDAF12 agonist	ssDAF-12 act	DAX1 inh-1
31	-0.7	-2.0	3.2	-0.9	0.3
32	0.9	0.0	-2.0	-1.1	0.1
33	-0.6	2.4	0.0	-0.8	2.2
34	-0.6	-1.0	0.1	-1.1	0.6
35	-0.3	-1.8	-1.5	-0.7	-0.9
36	-0.6	-0.6	-0.5	-0.8	0.8
37	-0.5	-0.7	-1.0	-0.4	-0.6
38	0.2	-0.8	1.9	-1.2	.
39	0.0	0.9	-0.6	-1.3	0.1
40	-0.2	-1.4	-3.1	-1.5	0.4
41	0.1	1.7	-2.7	-1.6	-2.3
42	-0.7	1.2	-2.2	-1.6	-1.3
43	0.1	2.7	-3.0	-1.4	0.8
44	0.0	.	0.6	-0.8	.
45	0.4	1.8	-0.5	-1.0	-0.5

# Later entries.
cpd	compound	sPLA2-III inh	hcDAF-12 act	NPR1 activator	SMARCA2 activ	DAX1 inh-2	GC-B act
46	CC1CC(C)(C)CC2(C1)NC(=O)N(CC(=O)N(Cc1ccccc1)c1ccccc1)C2=O (stereo unspecified)	-4	-1.2	-2	1	2.2	0
47	CC(Oc1ccc([N+](=O)[O-])cc1)C(=O)NCCCN1CCOCC1 (stereo unspecified)	2	-1.6	3	-1	0.4	3
48	COC(=O)[C@@](C)(O)C1(C(=O)SC(C)(C)C)CC1	9	-0.2	2	0	0.5	1
49	CCC(Oc1ccccc1)C(=O)Nc1cc(C(F)(F)F)ccc1N1CCOCC1 (stereo unspecified)	5	-1.1	-3	-3	1.1	-3
50	Cc1ccc(CCNC(=O)C2CCN(S(=O)(=O)c3c(C)nn(C)c3C)CC2)cc1	0	3.2	0	0	1.1	-3
51	Oc1c(Cl)c(Cl)c2ncccc2c1Cl	17	0.9	1	-4	-1.0	-3

cpd	proKLK7 act	GAA850 FXN act	hgDAF12 agonist	ssDAF-12 act	DAX1 inh-1
46	0.9	1.1	4.3	-0.9	0.7
47	-0.5	1.1	0.7	-0.2	-0.1
48	0.1	0.5	-1.2	-0.7	0.9
49	0.0	2.3	0.6	-1.6	1.3
50	0.3	0.9	1.0	-1.4	0.0
51	2.6	-0.2	-0.5	-0.7	1.7
